Assay outcomes (PubChem BioAssay)
NCOA3 inh – inhibitors of human steroid receptor coactivator 3 (SRC3); Q9Y6Q9; HEK293 GAL4-SRC3 luciferase reporter, luminescence; inhibition, % at 3.6 µM; hit rate 0.17% among 360,000;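 active = inhibition above a per-campaign cutoff, the mean of all compounds plus 3 SD, cut at about 60% in these data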;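 also: 0% = DMSO-treated cells and 100% = gossypol-treated cells at 36 µM; higher means less SRC3-driven luciferase light from the GAL4 reporter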
NR5A2 inv ag – NR5A2 inverse agonism in reporter assay; HEK293T StAR-luciferase reporter, LRH-1 transfected, 24 h; AID 602396; O00482; inhibition, % at 3.6 µM; hit rate 0.13% among 360,000;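 active = inhibition above the mean inhibition of all tested compounds plus 3 SD, cut at about 73% in these data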;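 also: 0% = DMSO wells and 100% = reporter-only cells lacking LRH-1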
NR2F2 inh – NR2F2 (human) inhibition, primary screen. P24468. HEK293T NGFI-A luciferase reporter, luminescence. inhibition, % at 8.6 µM. hit rate 0.7% among 370,000. AID 686940;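 active = inhibition above a per-plate cutoff, mean inhibition of test wells between control levels plus 3 SD, cut at about 38% in these data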;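 also: cells cotransfected with COUP-TFII expression vector driving the NGFI-A reporter; 0% = median of COUP-TF2 test wells and 100% = reporter-only cells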
TROY signal inh – inhibitors of TROY-dependent NF-kB signaling. Q293 LMP1-TROYcd NF-kB luciferase reporter, 4 h. inhibition, % at 10 µM. hit rate 0.98% among 360,000;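 active = compounds whose plate-normalised and pattern-corrected inhibition of the luciferase reporter signal at the single screening dose is 50% or more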
KKLEB cytotox – CF airway cell cytotoxicity counter-screen; KKLEB CF airway cells viability, ATPlite luminescence, overnight; hits give low values; cells stimulated with P. aeruginosa culture filtrate; activity change (cytotoxicity), % at 5 µM; hit rate 0.36% among 360,000;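 active = corrected activity change at or below -50% at 5 µM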
Shn3 3UTR inh – Schnurri-3 reporter inhibition in Clone20 osteoblasts | inhibition, % at 12.5 µM | AID 588674 | Clone20 osteoblast Shn3 3'UTR firefly luciferase, 24 h | hit rate 0.52% among 360,000;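 active = mean inhibition of at least 75% with every replicate also reaching 75%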;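 also: 0% = median of neutral control wells and 100% = pilot-screen positive control compound; some compounds past the cut are filed as inactive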
TWEAK-Fn14 inh – inhibitors of TWEAK-Fn14 interaction signaling. TWEAK-stimulated Fn14 reporter cells, luciferase luminescence, 8 h. inhibition, % at 10 µM. hit rate 2% among 360,000; in the data active = inhibition above about 50%
EBV LMP1 NFkB – reduces LMP1-driven NF-kappaB luciferase signal | hit rate 0.69% among 350,000 | LMP1-induced NF-kappaB luciferase reporter cells, luminescence | inhibition, % at 12.5 µM; in the data active = inhibition above about 41%;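 also: 0% = neutral control wells and 100% = reference inhibitor control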
NCOA1 inh – inhibits human SRC1 coactivator | Q15788 | HEK293 GAL4-SRC1 luciferase reporter, luminescence | inhibition, % at 3.6 µM | hit rate 0.12% among 360,000;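 active = inhibition above the campaign mean plus 3 SD, with each screening campaign given its own cutoff, cut at about 60% in these data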;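 also: 0% = DMSO treated cells and 100% = gossypol at 36 µM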
TRAIL sens C8 – caspase-8 TRAIL sensitization; inhibition (viability loss, TRAIL sensitization), % at 10 µM; NB7+C8 cells + TRAIL, ATPlite viability luminescence; hit rate 1% among 360,000;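 active = compounds causing at least 50% loss of cell viability in the single-dose screen, relative to plate controls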
CF NFkB block – inhibitors of cystic fibrosis induced NF-kB; KKLEB NF-kB-GFP reporter, PAF-induced, GFP fluorescence overnight; hit rate 0.86% among 360,000; inhibition, % at 5 µM;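 active = at least 50% inhibition at 5 µM, scaled per plate between neutral and stimulator controls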;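 also: PAF is a Pseudomonas aeruginosa culture filtrate used as stimulus; plate controls were PAF-stimulated DMSO wells for no effect and unstimulated DMSO wells for full effect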
An asterisk follows results filed as active; . = not tested or not shown. A portion of the library (hit frequency here may not be typical).

SMILES	NCOA3 inh	NR5A2 inv ag	NR2F2 inh	TROY signal inh	KKLEB cytotox	Shn3 3UTR inh	TWEAK-Fn14 inh	EBV LMP1 NFkB	NCOA1 inh	TRAIL sens C8	CF NFkB block
COC(=O)C(NC(=O)c1ccc(F)cc1)(Nc1ncc(S(=O)(=O)c2ccc([N+](=O)[O-])cc2)s1)C(F)(F)F (stereo not drawn)	24	22	8	10	-1	12	0	-2	12	-1	20
Cc1nc(SCC(=O)NCc2ccco2)c2c(=O)n(C)c(=O)n(CC(C)C)c2n1	7	-24	.	-10	5	15	2	3	-16	8	-8
CC(Sc1nc(NC(C)(C)C)nc(N(C)C)n1)C(=O)Nc1ccccc1 (stereo not drawn)	4	-10	3	36	-1	14	0	1	0	5	16
COc1ccc(CCc2ccc3cc(OC)ccc3n2)cc1	-43	-16	0	-16	16	11	-1	2	-12	-5	-21
Cc1cc(C)cc(N(C(C)C(=O)Nc2c(C)n(C)n(-c3ccccc3)c2=O)S(C)(=O)=O)c1 (stereo not drawn)	-1	-7	16	3	7	-32	14	9	-5	-8	18
CCCCN1CC(=O)N2[C@@H]3c4cc(OC)ccc4OC[C@@H]3[C@H](C(=O)OCC)[C@]2(C)C1=O	3	0	-19	11	-3	-5	-12	-10	-20	10	1
COC(=O)c1ccc(NC(=O)CSc2nnc(COc3c(C)cccc3C)o2)cc1	-29	7	5	2	10	6	-1	1	3	-4	-6
COc1cc(NC(=O)C2(C)CCN2C(C)C)cc(OC)c1OC (stereo not drawn)	-4	-10	-2	-15	4	5	-20	.	11	-8	-20
CCOC(=O)C(=NO)C1=CSC2=NNC(C)(C)N12	-11	-5	0	-30	7	-6	-29	0	2	3	12
O=C(N/N=C/c1ccc(O)cc1)c1cc(-c2ccc3c(c2)OCO3)n[nH]1	39	5	-24	-28	3	-17	17	-7	17	14	14
Cc1ccc(S(=O)(=O)N2CCN(CC(=O)NC3CCCc4ccccc43)CC2)c(C)c1 (stereo not drawn)	-7	-12	5	29	0	21	18	-10	5	8	8
CC(=O)Nc1cccc(NC(=O)CSc2nc3ccccc3o2)c1	6	-9	3	15	-6	11	8	4	10	-3	18
CCC(C)N1C(=O)/C(=C/c2c(NCCCOC(C)C)nc3c(C)cccn3c2=O)SC1=S (stereo not drawn)	-7	-20	15	-5	-13	-1	-1	7	-18	11	-178
CCOC(=O)CN1C(=O)N[C@@H](c2ccccc2)C(C(=O)OC)=C1C	2	1	.	1	4	-13	10	5	7	11	-8
COc1cc2c(cc1OC)C(c1ccc(N(C)C)cc1)NCC2 (stereo not drawn)	-12	9	-11	23	5	-2	33	13	-4	-8	0
Cc1ccc(C(=O)c2ccc([N+](=O)[O-])cc2)cc1C	4	5	7	-49	2	-10	-13	-9	-17	10	8
COc1ccccc1NC(=O)CSc1nc2nc(C)cc(C)c2c(=O)[nH]1	11	2	3	-11	12	16	11	3	1	8	-36
[O-][N+](=Cc1ccccc1)CC1(O)CCCCC1	4	-8	10	3	12	8	-33	-5	-46	-8	-19
Cc1cc(CC(C)C)n(-c2nc3ccccc3c(=O)n2OCC(=O)N(C)C)n1	2	-18	4	44	6	-13	6	-9	-10	23	1
O=C(Nc1cccc(S(=O)(=O)N2CCOCC2)c1)c1ccc(N2CCCC2=O)cc1	11	2	16	-15	27	7	-6	-3	-23	13	-12
CC(=O)O[C@@H]1[C@@]2(C)O[C@H]2CC[C@]23O[C@H]2[C@H](OC3=O)C2=C(C)C(=O)O[C@@]21O	-5	-26	0	-9	-12	-1	6	4	8	2	11
Cc1ccc(C(=O)OCC(=O)Nc2ccc(Cl)cn2)s1	-5	1	8	-15	3	-17	4	1	5	-4	1
CNC(=O)CSc1nccn1Cc1ccc(Cl)cc1	-2	-8	3	-7	6	0	-23	-17	3	-4	-6
O=C(N/C(=C\c1ccc([N+](=O)[O-])cc1)C(=O)N1CCOCC1)c1ccccc1	7	7	-11	15	-5	5	5	-1	-76	3	10
Cc1cccc(C(=O)NNC(=O)c2ccccc2O)c1	-58	-50	-24	-52	7	-61	-19	3	-40	30	-8
The listing continues:
SMILES	NCOA3 inh	NR5A2 inv ag	NR2F2 inh	TROY signal inh	KKLEB cytotox	Shn3 3UTR inh	TWEAK-Fn14 inh	EBV LMP1 NFkB	NCOA1 inh	TRAIL sens C8	CF NFkB block
Cc1nn(C)cc1CN1CCC(n2nccc2NC(=O)CCCc2ccccc2)CC1	-10	-6	1	-24	-18	13	-18	6	8	7	18
CCOC(=O)c1cnc2ccc(Br)cc2c1NCCCN1CCOCC1	-3	14	-5	-24	7	-8	2	3	-8	1	-29
O=C(NC(=S)NC1C2CC3CC(C2)CC1C3)c1ccccc1 (stereo not drawn)	-45	-7	-7	-33	-14	-3	-26	-22	-6	-6	34
COc1cc(CN(C(C)=O)c2ccccc2C(=O)O)ccc1[N+](=O)[O-]	9	-8	-5	-9	4	-3	28	-5	-10	7	6
CCOC(=O)c1c(C)[nH]c(C(=O)N/N=C/c2ccc(Br)cc2)c1C	-29	18	-64	41	-31	8	55*	-3	6	-27	56*
O=C(N/N=C\c1ccc(OC(=O)c2ccco2)cc1)c1ccc(Cl)cc1	-18	-12	1	-26	-7	-10	-24	-10	-28	-1	11
CCc1nc2c(OCC(=O)C(C)(C)C)cccn2c1N(C)C(=O)CC(C)C	6	-13	-15	-5	26	-4	7	.	5	-6	-30
COc1ccc(/C=C/CN2CCC(n3nccc3NC(=O)C3CCCC3)CC2)cc1	-13	10	7	-18	-1	4	-2	-1	0	-2	-9
CCOc1cc(C=O)ccc1OS(=O)(=O)c1ccc(NC(C)=O)cc1	11	-1	-8	19	-13	4	-5	-2	5	0	-11
Cc1cccnc1NC(=S)NCc1ccco1	2	-14	-5	-4	4	-38	17	-11	-13	-9	16
COc1ccc(Cl)cc1S(=O)(=O)Oc1ccc(NC(C)=O)cc1	-3	5	8	5	0	24	15	3	-2	-4	18
COc1ccc(C(=O)CC(=O)C(=O)Nc2ccccc2Cl)cc1	10	-9	-19	-29	9	10	-1	1	4	5	4
CC1(NC(=O)c2cc(S(=O)(=O)N3CCCCC3)ccc2Cl)CCS(=O)(=O)C1 (stereo not drawn)	0	-2	16	-7	-19	-23	0	-5	2	5	-16
c1ccc(-c2nnc(NC3=NCCC3)o2)cc1	-76	-135	-45	20	8	1	53*	6	-89	33	-3
COc1ccc(C(=O)N2CCC(C(=O)Nc3ccc(OC)c(OC)c3)CC2)cc1	-16	1	-5	.	7	-12	28	-2	-22	-12	7
CCN(CC(=O)NCc1ccc(Cl)cc1)C(=O)Cc1ccccc1[N+](=O)[O-]	5	20	8	7	2	6	-7	-1	-14	-4	12
CCCSc1nnc2nc3c(nn12)c1ccccc1n3C	-6	-5	13	-4	-3	8	-20	3	-14	1	-25
CC1C(=O)N2CCCc3cc(NC(=O)c4ccccc4C(F)(F)F)cc1c32 (stereo not drawn)	-12	26	-16	-22	9	25	7	4	0	-4	-7
CSc1ccccc1C(=O)NCc1ccc(S(N)(=O)=O)cc1	-1	11	5	7	-1	4	-5	2	-8	-1	9
CCSc1nnc(NC(=O)CSc2nnc(Cc3cccn3C)n2-c2ccc(F)cc2)s1	-13	-1	3	3	4	17	8	1	9	-10	17
C/C(=N\Nc1nc2c(s1)CCCC2)c1ccccc1	-56	-33	-43	30	-1	-34	-8	-56	-81	11	-13
Cc1ccc(S(=O)(=O)NCCC2=CCCCC2)cc1	-11	12	-10	-14	8	6	-5	1	27	-7	8
CS(=O)(=O)N1CCC(C(=O)Nc2ccc(Cl)cc2Cl)CC1	6	12	10	-19	2	12	4	-1	-16	-4	-6
Cc1cccc(C)c1N1CCN(S(=O)(=O)N2CCCCC2)CC1	4	-14	12	-5	-5	5	-15	6	13	2	22
O=c1c2ccccc2nc(/C=C/c2ccccc2)n1CCc1ccccc1	17	3	-4	21	-5	-25	1	-2	2	-3	-1
(listing goes on)
SMILES	NCOA3 inh	NR5A2 inv ag	NR2F2 inh	TROY signal inh	KKLEB cytotox	Shn3 3UTR inh	TWEAK-Fn14 inh	EBV LMP1 NFkB	NCOA1 inh	TRAIL sens C8	CF NFkB block
COc1ccc(C(C#N)N2CCCCCC2)cc1OC (stereo not drawn)	20	3	-16	2	6	-17	5	-7	-4	-11	-3
CN1CCN(C2=C(NS(=O)(=O)c3ccccc3)C(=O)c3ccccc3C2=O)CC1	-15	15	.	-1	6	5	-9	-12	4	51*	14
Cc1ccccc1N1C(=O)c2sc3nc4c(c(=O)n3c2C1=O)CCC4	-2	18	.	-10	8	-20	0	0	5	9	28
COc1ccccc1NC(=O)CCCN1C(=O)C2CC=CCC2C1=O (stereo not drawn)	5	-5	6	-5	-17	0	11	2	10	-8	25
COC(=O)C1=C(C)NC(C)=C(C(=O)OC)C1c1ccc(OC(=O)c2ccco2)cc1	8	2	-22	20	5	-2	-37	0	3	-3	-31
Cc1ccc(NC(=O)CSc2nc3ccccc3c(=O)n2CCCN2CCCCC2)cc1C	7	-4	-28	-24	-16	16	-65	34	5	11	16
Oc1c(Br)cc(Cl)cc1C=Nc1ccc(N2CCOCC2)cc1	13	6	7	5	9	-21	5	3	-12	-11	30
O=C(O)c1ccc(S(=O)(=O)NC2CCCCC2)cc1	-3	11	-1	-13	12	-17	0	-12	8	-5	-2
CC(C)[C@H](NC(N)=O)C(=O)Nc1cccc(S(=O)(=O)NC2=NCCCCC2)c1	5	-16	-3	4	16	12	-7	4	0	-8	-29
Cn1ccsc1=NC(=O)c1ccc(Cl)cc1	-71	-95	-38	-45	12	-132	7	-23	-94	7	-36
O=C(NNC(=O)c1ccncc1)Nc1ccc(Cl)cc1	-24	-16	-8	-31	13	-40	-37	-21	-13	13	-8
COc1ccccc1NC(=O)c1cc([N+](=O)[O-])ccc1NCCN1C(=O)CCC1=O	0	9	14	-10	-5	47	-15	-4	-1	-2	0
C#Cc1ccc(NC(=O)C2(C)CCN2C(=O)C2(c3ccccc3)CCCC2)cc1 (stereo not drawn)	-1	-13	11	26	1	1	21	.	16	86*	18
CC(OC(=O)CN1C(=O)c2ccccc2C1=O)C(=O)NC1(C#N)CCCCC1 (stereo not drawn)	8	11	6	0	4	-18	3	1	-7	-14	-14
COc1cc(-c2c(NC(=O)c3ccco3)oc3ccc(Cl)cc3c2=O)cc(OC)c1OC	-15	-5	-6	0	3	0	10	-97	-8	-10	-29
C=CCn1c(NCc2cc(Cl)ccc2O)nc2ccccc21	-8	2	10	8	4	-4	9	5	-9	-5	13
Cc1ccc(C)c2c1cc(C)c1nnc(SCC(=O)Nc3cccc(C(=O)O)c3)n12	3	0	2	-48	-10	-5	-21	-1	18	-7	8
Cc1c(NC(=S)NC(=O)c2ccc(COc3ccccc3)cc2)cccc1C(=O)O	-9	-12	5	-6	-8	-2	7	0	-24	3	17
O=C(c1ccc2c(c1)C(=O)N(Cc1ccncc1)C2=O)N1CCN(S(=O)(=O)c2ccc(OC(F)(F)F)cc2)CC1	4	-7	-2	1	5	-15	-9	-2	0	-10	4
CCCCCCN1C[C@@H](n2cc(COC(=O)c3ccccc3)nn2)[C@H](O)C[C@@H]1c1ccc(C)cc1	-1	-22	-12	1	-18	15	2	4	-3	14	20
